Screening data from PubChem.
PKA-R2B act: activators of human PKA-R2B complex; PKA-R2B holoenzyme dissociation, Cy5-IP20 fluorescence polarization; R2B truncated from residue 108, S112A mutant; 0% DMSO only, 100% 113 µM cGMP; 0.079% of 340,000 active; P22694+P31323; AID 504700; activation, % at 11.4 µM;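 active means activation above a cutoff set at the mean over all compounds plus 3 SD, cut at about 18% in these data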;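 further: higher means more holoenzyme dissociation and a rise in polarization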
MITF act: increases MITF-driven TRPM1 promoter luciferase signal; SK-MEL-5 TRPM1-promoter luciferase, 24 h; % of positive control, neutral wells = 0; activation, % at 12.5 µM; 0.75% of 300,000 active; AID 588334;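 active means mean activation of at least 80% with every replicate also reaching 80%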;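 further: 0% = neutral control wells and 100% = parthenolide positive control wells; values of inactives mirror those of a sister screen read the other way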
NSD2 inh: NSD2 (human) methyltransferase inhibition; inhibition, % at 12.5 µM; NSD2 peptide methylation, AlphaScreen, 120 min; 0.54% of 310,000 active; O96028; AID 743445; in the data active means inhibition above about 50%
SR-BI DiI-HDL act: enhances SR-BI lipid uptake from DiI-HDL; CHO ldlA[mSR-BI] cells, DiI-HDL uptake fluorescence, 3 h; 100 = double the neutral-control signal; activation, % at 12.5 µM; 0.096% of 320,000 active;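 active means mean replicate activation of at least 60% and every replicate at or above 60%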;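 further: 0% = median plate neutral-control signal and 100% = twice that signal; values of inactives mirror those of a sister screen read the other way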
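Material – SR-BI-overexpressing, LDLR-lacking CHO cells · Medium – BSA-supplemented, HEPES-buffered Ham's F12, pH 7.4 · Doses – single concentration · Times – compound with DiI-HDL co-incubation, 3 h at 37 °C · Measured by – bottom-read fluorescence, 550/595 nm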
SUMO Mot1 rescue: SUMOylation pathway inhibition by Mot1-301 growth rescue; S. cerevisiae Mot1-301 growth rescue, ATP luminescence, 38.5C; percent above DMSO median, 100 means doubled; growth rescue, % at 18.8 µM; 1% of 320,000 active; AID 2716;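 active means every valid replicate shows activation above 250% relative to neutral control wells; inactive means the rest, any valid replicate at or below 250%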;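 further: OY570 slx delta 5 strain wells were the positive control but not used for scaling; some compounds called inactive have numbers as strong as hits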
Arrestin-AP2 inh: inhibitors of human beta-arrestin and AP2 interaction; 0.31% of 340,000 active; AID 504490; inhibition, % at 10 µM; FITC-arrestin peptide / GST-AP2 beads, flow cytometry; AP2 beta2 appendage carries R879A mutation;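 active means inhibition above a set limit, near 3 SD of compounds lacking own fluorescence, cut at about 54% in these data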;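 further: plate controls were DMSO wells for no effect and 5 µM unlabelled arrestin peptide for full effect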
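Measured by: flow cytometry, FL1 (488/535 nm); Material: AP2 appendage R879A on GSH beads; Evaluation: percent response; Timing: pre-incubation 12 min, peptide binding 1 h, room temperature; Also added: 50 nM FITC-arrestin peptide; Medium: PBS with 0.05% Tween 20 and 0.1% BSA.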
PKA-R1A activ: activators of PKA-R1A complex | PKA-R1A dissociation, Cy5-IP20 fluorescence polarization; scaled: DMSO 0%, 113 µM cGMP 100% | activation, % at 11.4 µM | 0.083% of 340,000 active | AID 504707;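 active means percent activation above the mean of all tested compounds plus 3 SD, cut at about 19% in these data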;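 further: higher means more PKAc released from R1A so a rise in polarization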
dFosB activator: mouse delta FosB homodimer activation. purified delta FosB, TAMRA-CDK5 oligo fluorescence polarization; percent of positive-control signal above neutral wells. P13346. 0.99% of 340,000 active. AID 493131. activation, % at 25 µM;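 active means mean activation above about 17%, with every replicate also reaching it, limit read from the data, passing the limit was not always enough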;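 further: fluorescence polarization rise as delta FosB binds a TAMRA Cdk5 AP-1 oligo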
Target sequence (P13346 whole entry, looked up): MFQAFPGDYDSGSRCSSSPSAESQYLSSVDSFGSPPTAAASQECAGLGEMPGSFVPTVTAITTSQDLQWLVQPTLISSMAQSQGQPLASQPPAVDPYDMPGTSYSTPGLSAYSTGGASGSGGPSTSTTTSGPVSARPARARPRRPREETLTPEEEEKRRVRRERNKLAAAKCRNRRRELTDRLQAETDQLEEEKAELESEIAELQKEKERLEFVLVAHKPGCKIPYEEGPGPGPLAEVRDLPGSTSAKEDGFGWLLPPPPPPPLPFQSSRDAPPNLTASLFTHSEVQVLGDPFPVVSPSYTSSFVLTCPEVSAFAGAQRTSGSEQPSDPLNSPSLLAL
SR-BI DiI inh: blocks mouse SR-BI lipid uptake from DiI-HDL. Q61009. ldlA[mSR-BI] CHO cells, DiI-HDL uptake fluorescence, 3 h. inhibition, % at 12.5 µM. 0.96% of 320,000 active. AID 488896;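 active means mean replicate inhibition of at least 70% and a set share of replicates each scoring 70 or more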;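 further: 0% = median of neutral control wells and 100% = median of positive control wells; values of inactives mirror those of a sister screen read the other way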
DSG3 Ab inh: inhibitors of pemphigus antibody binding to human desmoglein-3; P32926; DSG3-coupled beads, scFv-anti-DSG3-GFP binding, flow cytometry; hits give low values; binding (percent of control), % at 10 µM; 0.48% of 310,000 active;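 active means binding more than 3 SD below its plate's average and above zero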;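 further: hits lower antibody fragment binding to DSG3; some compounds called inactive have numbers as strong as hits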
CDK5 p35 inh: CDK5/p35 (human) kinase inhibition. Q00535+Q15078. Recombinant CDK5/p35, ADP-Glo luminescence, 60 min. inhibition, % at 10 µM. 0.01% of 330,000 active. AID 488839;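 active means highest replicate inhibition of at least 50% and at least 75% of replicates reaching 50%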;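 further: plate controls were DMSO neutral control for no effect and GW8510 at 10 µM for full effect; many of its hits are not listed in these tables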
Target sequence (Q00535 whole entry, looked up): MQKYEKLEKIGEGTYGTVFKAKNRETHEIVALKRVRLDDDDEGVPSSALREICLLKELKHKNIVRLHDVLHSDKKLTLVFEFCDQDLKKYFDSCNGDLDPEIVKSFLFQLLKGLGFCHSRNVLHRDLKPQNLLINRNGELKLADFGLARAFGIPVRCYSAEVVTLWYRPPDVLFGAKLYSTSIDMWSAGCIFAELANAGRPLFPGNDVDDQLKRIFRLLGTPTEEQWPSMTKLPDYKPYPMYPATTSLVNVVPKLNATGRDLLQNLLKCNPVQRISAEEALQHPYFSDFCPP
Target sequence (Q15078 whole entry, looked up): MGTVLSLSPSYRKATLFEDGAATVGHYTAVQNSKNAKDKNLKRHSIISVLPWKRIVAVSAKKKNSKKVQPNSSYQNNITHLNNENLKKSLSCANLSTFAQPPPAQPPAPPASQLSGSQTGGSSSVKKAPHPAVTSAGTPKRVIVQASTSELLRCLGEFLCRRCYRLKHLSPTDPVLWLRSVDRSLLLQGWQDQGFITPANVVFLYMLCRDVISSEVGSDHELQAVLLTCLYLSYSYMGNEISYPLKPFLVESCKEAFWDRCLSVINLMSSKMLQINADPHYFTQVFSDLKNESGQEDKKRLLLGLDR
* marks the source's active call; other numbers are inactive results; nt = no result given.

DSG3 Ab inh	SR-BI DiI inh	dFosB activator	SMILES	SUMO Mot1 rescue	CDK5 p35 inh	NSD2 inh	Arrestin-AP2 inh	MITF act	PKA-R1A activ	PKA-R2B act	SR-BI DiI-HDL act
nt	1	-8	COc1ccc2oc(-c3ccncc3)cc(=O)c2c1	nt	0.8	-2	-18	31	-5	-1	-1
103	22	-5	COc1cc(-c2nc3cnccn3c2Nc2ccccc2)ccc1O	-13	-0.2	nt	6	-6	-3	-13	-22
109	-44	1	COc1cccc(CNC(=O)CC(NC(=O)c2ccccc2)c2ccccc2)c1 (configuration not stated)	-1	0.7	5	20	-6	-14	3	44
106	-2	0	COc1cccc(CNC(=O)COC(=O)CN(C)S(=O)(=O)c2ccc(NC(C)=O)cc2)c1	-5	1.9	-3	9	0	10	-6	2
99	-36	3	CC1=C(C)/C(=N\OC(=O)/C=C/c2ccccc2)C=CC1=O	248	0.7	nt	-7	-20	-4	-9	36
99	7	-9	Cc1sc(NC(=O)CSc2nnc(COc3ccccc3)n2C)c(C#N)c1C	2	-0.6	0	-4	-8	7	-1	-7
110	17	-6	COCCN(C(=S)Nc1ccc(OC)cc1)C(C)c1cccs1 (configuration not stated)	1	2.2	1	-1	3	2	8	-17
118	nt	-6	COC(=O)c1ccc(NC(=O)c2ccccc2N(C)S(=O)(=O)c2ccccc2)cc1	8	0.0	-1	8	6	-3	10	nt
107	-14	1	O=C(NCC1CCCO1)C(c1cccnc1)N(C(=O)Cc1cccs1)c1cccnc1 (configuration not stated)	-4	-1.3	9	0	12	8	0	14
101	-6	0	O=C(Nc1ccc(N2C(=O)CCC2=O)cc1Cl)c1cccs1	nt	1.8	0	20	9	-4	5	6
109	5	-5	COc1ccccc1NC(=O)COC(=O)c1c(C)nn(-c2ccccc2)c1C	-6	-1.9	-4	-1	100*	8	-11	-5
128	26	-3	O=C(c1ccc(COc2ccc(Br)cc2)o1)N1N=C(C(F)F)CC1(O)C(F)F (configuration not stated)	-12	-0.8	0	-16	1	2	-12	-26
77	-24	-13	COc1ccc(C(NC(C)=O)c2cc(Cl)c3cccnc3c2O)cc1OC (configuration not stated)	2	-2.3	-2	8	-39	-9	3	24
nt	10	-11	Cc1cccc(C(=O)NNC(=O)C2CCN(C(=O)OC(C)(C)C)CC2)c1	33	0.7	3	40	-4	-10	18	-10
103	-4	-6	O=C1OCC(c2ccc(Cl)s2)=C1c1ccccc1[N+](=O)[O-]	-19	0.5	nt	-5	-10	8	-9	4
111	15	-14	CCN1CCN(c2ccc(NC(=O)c3ccc(OC)c(S(=O)(=O)N4CCCC4)c3)cc2)CC1	-11	0.5	13	-20	-1	7	-4	nt
100	16	-4	COc1ccc(C(=O)Nc2ccc(F)cc2F)cc1	-19	4.1	-2	-1	64	6	0	-16
100	10	-5	O=C(COc1ccc(Cl)cc1Cl)NNC(=S)Nc1ccc(F)cc1	-13	1.3	2	12	-3	-3	-9	-10
104	-5	-8	CCOC(=O)C1(Cc2cccc(OC)c2)CCN(Cc2cccc(OCC)c2O)CC1	-19	1.3	-8	-3	-8	0	5	5
100	-13	-7	NC1=NC(c2ccccc2)CC(=O)N1 (configuration not stated)	nt	-1.0	-4	-4	3	2	-4	13
101	7	1	COc1cc(NC(=O)C2CCCN(S(=O)(=O)c3cccc4nsnc34)C2)cc(OC)c1 (configuration not stated)	-10	-1.1	-5	-3	-6	-8	-12	-7
104	-8	2	O=C1CN(C(=S)NC(=O)c2ccccc2[N+](=O)[O-])CCN1	-18	-0.6	-2	15	7	-2	-6	8
103	4	6	NC(=S)NNc1c(F)c(F)c(F)c(F)c1F	0	0.7	-4	-9	-2	-1	-1	-4
124	-6	1	Cc1[nH]cnc1C(=O)N/N=C/c1ccc([N+](=O)[O-])s1	-21	5.1	6	-4	-51	-10	-9	6
99	19	-19	CCc1nnc(NS(=O)(=O)c2ccc(NC(=S)NC(=O)/C=C/c3cccs3)cc2)s1	nt	-1.2	26	2	1	nt	nt	-19
106	-14	-2	C=CCNCCCCOc1cccc(Br)c1	169	1.5	48	-1	22	-5	-4	14
99	-26	-4	OC(c1ccc(Cl)cc1)c1nnc(-c2ccccc2)o1 (configuration not stated)	411	-0.7	-4	-3	32	-9	-5	26
102	-31	-6	O=C(NCc1ccncc1)Nc1cc(Cl)ccc1Cl	-7	-1.6	0	20	8	-2	-2	31
118	0	-17	COc1ccc(C(=O)NC(=S)NNC(=O)CCc2ccccc2)cc1	-13	0.6	0	1	-12	-2	-11	0
103	nt	-8	O=C(O)CNC(=O)CCn1nnc2ccccc2c1=O	1	-0.6	-1	3	1	-5	-2	nt

Part of the list above with just SR-BI DiI inh and MITF act:
canonical_smiles | SR-BI DiI inh | MITF act
COc1cc(NC(=O)C2CCCN(S(=O)(=O)c3cccc4nsnc34)C2)cc(OC)c1 (configuration not stated) | 7 | -6
O=C(NCc1ccncc1)Nc1cc(Cl)ccc1Cl | -31 | 8
OC(c1ccc(Cl)cc1)c1nnc(-c2ccccc2)o1 (configuration not stated) | -26 | 32
CCc1nnc(NS(=O)(=O)c2ccc(NC(=S)NC(=O)/C=C/c3cccs3)cc2)s1 | 19 | 1

Additional results
DSG3 Ab inh	SR-BI DiI inh	dFosB activator	SMILES	SUMO Mot1 rescue	CDK5 p35 inh	NSD2 inh	Arrestin-AP2 inh	MITF act	PKA-R1A activ	PKA-R2B act	SR-BI DiI-HDL act
91	33	-9	CC[C@@H]1C(c2ccc(F)cc2)=NN(c2ccc(Br)cc2)[C@H]1C(=O)N1CCOC1=O	nt	-0.9	nt	3	4	-8	7	-33
96	-19	-2	O=C(NNC(=O)c1ccccc1F)c1ccc(Cl)c(S(=O)(=O)N2CCOCC2)c1	4	1.4	0	5	10	0	-10	19
140	-9	3	CCCc1noc2c1/C(=N\O)CC(c1ccccc1)C2 (configuration not stated)	nt	-0.4	-3	2	19	-7	-11	9
99	-13	-3	CS(=O)(=O)Nc1ccc(-c2nnc3n2CCCCC3)cc1	7	0.8	-1	3	-12	-8	3	13
95	9	-2	CC1=CCC2C(=O)N(c3ccc(OC(=O)c4ccco4)cc3)C(=O)C2C1 (configuration not stated)	-6	0.0	18	1	0	2	0	-9
99	-10	5	CCN(CC)S(=O)(=O)c1ccc(OCC(=O)NC2CCS(=O)(=O)C2)c([N+](=O)[O-])c1 (configuration not stated)	-8	-0.1	2	-17	-13	3	-3	10
107	1	-6	Cc1ccc(S(=O)(=O)CC(=O)NCc2ccccc2)cc1	1	1.8	-7	0	-9	4	5	-1
105	-27	4	O=C(Cc1ccc(Cl)cc1Cl)Nc1ccc(OC(F)F)c(Cl)c1	18	-1.1	-1	-2	-3	-11	5	27
nt	15	-9	Cc1ccc2cc(C#N)c(NCCCNC(=O)C3CCCO3)nc2c1 (configuration not stated)	-3	0.6	-1	6	nt	10	7	-15
81	50	1	COc1ccc(S(=O)(=O)N2CCCN(S(=O)(=O)c3ccc(OC)c(C)c3)CC2)cc1C	-1	0.9	-3	-4	-3	0	1	-50
99	27	-12	N#C/C(=C\c1c[nH]c2ccc(Br)cc12)c1ccccn1	35	-1.8	1	9	-3	-16	-2	-27
95	-18	-3	O=C1CCC(C(=O)OCc2nnc(-c3ccccc3)o2)=NN1	-13	-1.4	-2	2	15	5	4	18
99	0	1	CC(=O)c1ccc(N2CCN(S(=O)(=O)c3ccc(-c4cc(C)no4)s3)CC2)cc1	14	-0.8	43	-10	10	-1	-1	0
98	-23	-5	O=Cc1cccn1Cc1ccc(Cl)cc1Cl	-7	4.2	7	12	6	-10	-3	23
106	nt	-9	CCCCOC(=O)c1ccc(NC(=O)c2cc(Cl)ccc2OC)cc1	8	-0.1	-2	-2	10	-9	-11	nt
91	-13	-3	CN(C)/C=C/C(=O)c1ccccc1	-26	-0.3	-1	12	14	1	-4	13
100	-10	-5	C[C@@H](C(=O)NNC(=O)c1ccc(Cl)cc1)N1C(=O)C2CC=CCC2C1=O (some centres not stated)	3	8.8	0	14	2	5	-8	10
98	15	-4	Nc1c(CO)nnn1-c1ccccc1	-8	1.4	1	-16	67	1	1	-15
108	-12	-6	Cc1ccc(NC(=O)CN(C)C(=O)c2ccc(C(F)(F)F)cc2)cc1	-16	0.4	2	7	25	0	-2	12
94	-10	-2	CCOC(=O)C1=NNC(C(=O)O)C1c1ccccc1 (configuration not stated)	nt	0.8	-2	33	2	9	-9	10
99	-11	-5	Oc1ccc(Br)cc1CN1CCCCCCC1	112	-1.5	-16	4	-6	-8	-1	11
118	-18	9	Cc1ccccc1-c1nc(CS(=O)CC(=O)NC2CCCC2)c(C)o1 (configuration not stated)	19	-0.5	1	4	-12	-2	-2	18
125	42	3	CCOc1cc(NC(=S)NCC(C)C)c(OCC)cc1NC(=O)c1ccco1	10	-2.0	0	3	1	3	-7	-42
101	3	-3	Cc1ccnc(NS(=O)(=O)c2ccc(NC(=O)C3CCCO3)cc2)n1 (configuration not stated)	-2	1.3	-3	3	7	4	3	-3
99	10	-4	CCc1nc(NCC2CCCO2)c(C#N)c2c1COC(C)(C)C2 (configuration not stated)	121	-0.2	1	-2	-1	-3	-5	-10
125	-43	0	COc1ccc(CNCc2ccc(C(F)(F)F)cc2)cc1OC	-1	-4.5	0	6	nt	2	3	43
nt	7	-5	C=CCNC(=O)N1CCC(n2nccc2NC(=O)CCc2ccccc2)CC1	-17	0.9	-4	24	-15	2	-2	-7
92	36	3	COc1ccc(Br)cc1CN1CCN(S(=O)(=O)Cc2ccccc2)CC1	1	1.2	1	22	-11	-2	-2	-36
99	-2	-3	C1CCc2c(nnc3c2-c2nonc2CC3)C1	-27	1.5	3	3	1	9	13	2
111	-3	-2	COc1cccc(NC(=O)CCC2CCN(C(=O)c3scnc3C)CC2)c1	-6	0.3	-1	2	8	-1	-7	3
98	-5	-3	COC(=O)/C(=N\Nc1ccccc1)Sc1nnc(-c2ccc(OC)cc2)n1C	-1	-2.6	0	29	22	7	-3	5
98	-3	-18	N#CCc1c(C#N)c(N)nc(N2CCN(Cc3ccc4c(c3)OCO4)CC2)c1C#N	3	1.7	-1	12	6	-10	7	3

This is a random part of the collection; 4.7% or so of the library scored in one or more.
